Pf Dd2 inh: inhibitors of Plasmodium falciparum Dd2 growth. P. falciparum Dd2 growth, SYBR Green, 72 h. AID 1347417. Potency, µM (series often up to 28.9 µM), without a hit: top-dose activity, negative = inhibition, most hits filed as inhibitors. actives 4.3% (n = 120,000); active means well fitted inhibition curve with a large enough effect; inconclusive means small, poorly fitted or top-dose-only effect; inactive means no such curve, though single readings can be large or run the other way;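 further: plate controls were DMSO vehicle for no effect and reference drug for full effect; nearly all actives have a fitted effect of over 65% in size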
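Readout: SYBR Green fluorescence, 485 nm excitation, 535 nm emission, after ~16 h lysis at 37C. Before that, Dd2-infected red cells (2.5% hematocrit) grew 72 h with compound, 29 uM top final concentration.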
* marks the source's active call; other numbers are inactive results; i = inactive; ? = inconclusive; [ ] = another dose, or the depositor's remark. Potency means the concentration at half of the fitted maximal effect. Not all compounds are listed; the hit share may differ from the screen's.

SMILES | Pf Dd2 inh
COc1ccccc1OCCCn1c(C2CC(=O)N(c3ccccc3Cl)C2)nc2ccccc21 (stereo not given) | -26%
CC1(c2ccccc2)N(Cc2ccccc2C#N)C(=O)OC12CCN(C(=O)CCc1cccnc1)CC2 (stereo not given) | ?
CCOc1ccccc1NC(=O)NC1CCN(C(=O)N2CC3CC(C2)[C@H]2CCCC(=O)N2C3)CC1 (stereo not given in full) | i
COc1ccc2nc(C[C@@H]3C[C@@H](C(C)C)[C@H](CNCc4ccccc4OC)C=C3C)[nH]c2c1 | 1.3µM*
CCOC(=O)N1CCN(C(=O)Cn2ncc3c4ccccc4n(Cc4ccc(F)cc4)c3c2=O)CC1 | 10µM*
O=C(Oc1ccc(F)cc1)c1nc(SCc2ccc(F)cc2)ncc1Cl | 12%
CCc1[nH]nc(C(=O)N2C[C@@H](CN3CCCCCC3)[C@@H](CO)C2)c1C | 3%
COc1cccc(CC(=O)NCC2Cn3cccc3C(=O)N2CC(C)C)c1 (stereo not given) | 13%
CC(C)CN1C(=O)c2cccn2CC1C(=O)NCCCN1CCOCC1 (stereo not given) | 17%
CCn1cc(CN2CCC3(CC2)CC(O)CCO3)c2cc(OC)ccc21 (stereo not given) | -25%
O=C(Nc1ccc(OC(F)(F)F)cc1)c1cc(-c2ccc(Cl)cc2)on1 | i
Cc1ccc(Cn2ccn(Cc3cccc(C(F)(F)F)c3)c(=O)c2=O)cc1 | i
CCN(C1CCOCC1)C1CN(C(C)=O)C1 | 19%
Cc1cc(C)cc(Nc2cc(C(=O)NCCCN(C)C3CCCCC3)c3ccccc3n2)c1 | 6.3µM*
O=C(c1ccc(F)cc1)N1CCCN(c2cc(-c3ccc(F)cc3)[nH]n2)CC1 | i
FC1(F)C[C@@H](c2nc(C3CC3)no2)N(Cc2ccco2)C1 | 5%
Cc1noc(C)c1C(=O)N1CCCn2ccnc2C1C(C)C (stereo not given) | 17%
COCc1cc(CC2(NCCC(C)C)COC2)no1 | ?
Cc1ccc(NC(=O)COCc2cc(-c3cccs3)on2)cc1Cl | 40%[activator]
CNC(=O)c1noc([C@@H]2CC(F)(F)CN2C(=O)C(C)C)n1 | 27%
CN(CC1CCOCC1)S(=O)(=O)c1ccc(Cl)s1 | -17%
O=C(Cc1ccc(Br)cc1)N1CCCN(C(=O)C2CC2)c2ccccc21 | i
O=C(NCCC1=CCCCC1)C1CC(=O)N(c2n[nH]c3ccccc23)C1 (stereo not given) | -24%
COCCN1Cc2[nH]nc(-c3cccc(C(F)(F)F)c3)c2CC1=O | -7%[44.1 µM]
CCCNC(=O)NCC1c2cc(OC)c(OC)cc2CCN1C(=O)NC(C)C (stereo not given) | ?
COCC(=O)NC1CCC12CCN(C(=O)Cc1c[nH]c3ccccc13)CC2 (stereo not given) | -16%
COCCOC1CCOC2(CCN(C(=O)c3cccc(C)c3)CC2)C1 (stereo not given) | ?
c1ccc(-c2noc(-c3cncnc3N3CCCCCC3)n2)cc1 | ?
CCN(CCO)C(=O)CC1C(=O)NCCN1Cc1cccnc1 (stereo not given) | -1%
Cc1ccccc1-c1cnc2[nH]cc(CC(=O)Nc3ccn(C)n3)c2c1 | -10%[44.1 µM]

Some of the entries so far, tab-delimited:
canonical_smiles	Pf Dd2 inh
COCC(=O)NC1CCC12CCN(C(=O)Cc1c[nH]c3ccccc13)CC2 (stereo not given)	-16%
COCCOC1CCOC2(CCN(C(=O)c3cccc(C)c3)CC2)C1 (stereo not given)	?

The main list resumes; the 5 compounds before the break are reprinted first.
SMILES | Pf Dd2 inh
COCC(=O)NC1CCC12CCN(C(=O)Cc1c[nH]c3ccccc13)CC2 (stereo not given) | -16%
COCCOC1CCOC2(CCN(C(=O)c3cccc(C)c3)CC2)C1 (stereo not given) | ?
c1ccc(-c2noc(-c3cncnc3N3CCCCCC3)n2)cc1 | ?
CCN(CCO)C(=O)CC1C(=O)NCCN1Cc1cccnc1 (stereo not given) | -1%
Cc1ccccc1-c1cnc2[nH]cc(CC(=O)Nc3ccn(C)n3)c2c1 | -10%[44.1 µM]
CCCCOc1ccc(C2c3c(oc4ccccc4c3=O)C(=O)N2c2nc(C)c(C(=O)OCC)s2)cc1OC (stereo not given) | 17%
CCOC(=O)c1ccc2c(c1)N(Cc1cccc(OC)c1)C(=O)c1ccccc1S2(=O)=O | ?
CCN1C(=O)CCN(C(=O)c2cccnc2C)CC12CCOCC2 | 13%
CN1CCN(C(CNC(=O)C(=O)Nc2ccc(Cl)cc2)c2cccnc2)CC1 (stereo not given) | ?
COc1ccc(OC)c(NC(=O)c2ccc3c(c2)N(S(=O)(=O)c2ccccc2)CC3)c1 | ?
Cc1cccc2c1nc1n2[C@@H](CNC(=O)c2ccc(C#N)cc2)COC1 | i
COc1ccc(N2CC(c3noc(-c4cc(OC)cc(OC)c4)n3)CC2=O)cc1 (stereo not given) | 34%[activator]
COc1cccc(Nc2ccc3c(n2)C(C)(C(=O)NCc2cccs2)CN(C)C3)c1 (stereo not given) | ?
COc1cc2c(cc1OCC1CC1)NC(=O)C21CCN(c2nc(C)cnc2C)CC1 | -15%[44.1 µM]
Cc1nnc2n1CCC(N(C)S(=O)(=O)c1cccnc1)CC2 (stereo not given) | -14%
COc1ccc(NC(=O)N2CCCC(Cn3cnc4cccnc43)C2)c(C)c1 (stereo not given) | -21%
Cc1ccc2c(c1)c(N1CCCC1=O)c(C(=O)Nc1ccc(F)cc1F)n2C | -1%
CCC(C)NC(=O)c1sc2ncccc2c1-n1c(C)ccc1C (stereo not given) | ?
CC1CCCN(c2ncnc3c2nnn3C)C1 (stereo not given) | 109%[activator]
COCCc1noc(-c2ccc(N(C)Cc3ncc(C)[nH]3)nc2)n1 | ?
CCOC(=O)c1c(-c2ccc(OC)cc2)oc2ccc(OCc3ccc(F)cc3F)cc12 | 38%[activator]
COc1ccc(N=C2S[C@H]3[C@H]([C@@H](O)[C@H](O)C[C@@H]3C(N)=O)N2CC2CCCCC2)cc1 | -18%[44.1 µM]
O=[S+]([O-])(c1ccccc1)N1CC(N2CCc3ccccc32)C1 | ?
Cc1nn2c(c1-c1ccccc1[S+](C)(=O)[O-])N(C(=O)c1cccc(O)c1)CCC2 | 14%[44.1 µM]
CCC(=O)N1CCc2c(C(=O)N3CCCCC3)cccc21 | 27%
Cc1cccc(N2CCN(C(=O)c3cnc(N4CCCC4)nc3C)CC2)c1C | 47%[activator]
O=[S+]([O-])(c1cccs1)N1CCn2c(nnc2-c2ccncc2)C1 | 12%
CCOC(=O)c1ccc(NC(=O)c2cc3sccc3n2Cc2ccc(Cl)cc2)cc1 | -5%
CC(=O)N1CCOC[C@H](Oc2ccc(C(F)(F)F)cn2)C1 | 43%[activator][44.1 µM]
NC(=O)c1cccc(CN2CCC3(CC2)Cc2ccccc2N(C(=O)C2CCCC2)C3)c1 | ?
CCOc1ccccc1NC(=O)C1CCN(S(=O)(=O)c2c(C)noc2/C=C/c2ccco2)CC1 | ?
CCc1cc(C(=O)N2CCC(n3nccc3NC(=O)CCOc3ccccc3)CC2)no1 | -14%
CC1(CCCCc2ccccc2)COc2ccc(C(=O)NCc3cccnc3)cc2N1 (stereo not given) | -24%[44.1 µM]
O=C(c1ccco1)N1CCCC(Cc2nc(C3CCOCC3)no2)C1 (stereo not given) | 1%
CCOC(=O)c1ccc(NC(=O)Cc2ccc(-n3c(CC)nc4cccnc43)cc2)cc1 | ?
COC1CCOC2(CCN(C(=O)c3nn(C)c4ccccc34)CC2)C1 (stereo not given) | -6%
CC(C)c1cc(CN(C)Cc2cn[nH]c2-c2ccc(F)cc2)no1 | ?
O=C(Cc1ccc(Cl)cc1)Nc1ccc2nn(-c3ccccc3)nc2c1 | -4%
CC(C)OCCCNc1sc(S(=O)(=O)c2ccccc2)nc1S(=O)(=O)c1ccc(Cl)cc1 | ?
N#Cc1ccccc1CN1CCC2(CC1)Cc1ccccc1CNC2=O | -1%
Cc1ccc2occ(CC(=O)Nc3c(C(=O)Nc4ccc(Cl)cc4)oc4ccccc34)c2c1 | ?
Cc1c(C(=O)N2CCCC(CCc3ccc(F)cc3)C2)cnc2cc(=O)[nH]n12 (stereo not given) | -28%
CCC1CCCCN1CCCNC(=O)c1c(C)oc2ncn(CC(C)C)c(=O)c12 (stereo not given) | i
CC(=O)c1ccc(N2CCN(C(=O)CCCCn3c(=O)[nH]c4ccccc4c3=O)CC2)cc1 | 5.6µM*
CN(Cc1cccnc1)C(=O)c1n[nH]c2c1CN(Cc1cccnc1)CC2 | -4%
COc1cc(Nc2nc(SCc3ccc(Cl)cc3)nc3ccccc23)cc(OC)c1 | ?
N#Cc1cccc(S(=O)(=O)Nc2cccn3ncnc23)c1 | -19%
O=C(Cn1nc(N2CCN(c3ccccc3)CC2)ccc1=O)NCc1ccccc1F | 25%
COc1ccc(NC(=O)C[C@@H]2C[C@@H](C(C)C)[C@H](CC#N)C=C2C)cn1 | ?
COCC(=O)NC1CCC12CCN(C(=O)CC1CCCCC1)CC2 (stereo not given) | i

Arranged by length of the SMILES (descending): some entries from above.
SMILES | Pf Dd2 inh
COc1cc(Nc2nc(SCc3ccc(Cl)cc3)nc3ccccc23)cc(OC)c1 | ?
CC(C)c1cc(CN(C)Cc2cn[nH]c2-c2ccc(F)cc2)no1 | ?
N#Cc1cccc(S(=O)(=O)Nc2cccn3ncnc23)c1 | -19%

(next part)
SMILES | Pf Dd2 inh
COc1ccc(-c2nnc(SC(C)C(=O)O)o2)cc1 (stereo not given) | 31%[activator]
Cc1nc(-c2ccccc2)n(CC(=O)Nc2cc(C(F)(F)F)ccc2Cl)c(=O)c1CCO | ?
OC1(CN2CCCN(c3nc4ccccc4s3)CC2)CNCCOC1 (stereo not given) | 8.9µM*
CCN1CCN(C(c2ccccc2)c2c(O)cc(C)n(Cc3ccco3)c2=O)CC1 (stereo not given) | 20%
CCc1ccc(C(=O)NC2CCN(c3cc(-c4ccc(F)cc4)[nH]n3)C2)cc1 (stereo not given) | ?
CN(C)CCNC(=O)c1nc2nc(-c3ccccc3)c(Cl)cc2n1C | -21%[44.1 µM]
CC(=O)c1ccc(NC(=O)c2ccc(-c3nc(CSc4ccc(C)cc4)c(C)o3)cc2)cc1 | 22%
CCC(C)Sc1c(C(C)C)cnc2c1c(=O)n(C)c(=O)n2C (stereo not given) | ?
O=C(c1cccc(F)c1)N1CCC2(CC1)NC(=O)N(c1ccccc1Cl)N2 | ?
Cc1noc(C2CC3(CCN(C(=O)Cn4nc(C(F)(F)F)cc4C)CC3)CN2C)n1 (stereo not given) | 6%
CN(CCc1ccccn1)C(=O)CCC[C@@H]1[C@H]2CCCN3CCC[C@@H](CN1C)[C@@H]23 | i
Cc1cc(C)cc(C(=O)NCCn2ccn3nc(-c4ccc(C)cc4C)cc3c2=O)c1 | -4%
COc1nc2c(cc1CNC(=O)c1ccc(F)cc1)C(=O)N(C1CCCC1)C2 | -26%
COc1ccc(NC(=O)Cn2nc(C)c3nn(-c4ccc(Cl)cc4)c(C)c3c2=O)cc1 | 25%
O=S(=O)(Cc1ccccc1)N1CCC(c2noc(-c3ccncc3)n2)C1 (stereo not given) | ?

Reformatted with tabs: part of the list above.
mol	Pf Dd2 inh
Cc1nc(-c2ccccc2)n(CC(=O)Nc2cc(C(F)(F)F)ccc2Cl)c(=O)c1CCO	?
OC1(CN2CCCN(c3nc4ccccc4s3)CC2)CNCCOC1 (stereo not given)	8.9µM*

Further entries
SMILES | Pf Dd2 inh
CC(=O)N1CC2(CCCN(Cc3cc4ccccc4[nH]3)C2)Cc2ccccc21 (stereo not given) | ?
CC(=O)Nc1ccc(Nc2ncnc3c2c(-c2ccccc2)cn3-c2ccc(C)c(Cl)c2)cc1 | 7.1µM*
O=C(NCc1cccnc1)C1CCc2nnc(-c3ccc(Cl)nc3)n21 (stereo not given) | 12%
O=C(C1CCCC1)N1CCC(c2noc(CO)n2)C1 (stereo not given) | ?
CCc1nc2c(c(-c3ccc(OC)cc3)n1)CN(C(=O)c1ccccc1OC)CC2 | 13%
COc1ccc(Br)cc1C(=O)Nc1ccc(-c2nc3ncccc3o2)cc1C | 0%
Cc1cnc(-c2cccnc2)n1C1CCCN(C(=O)C2(c3ccccc3)CC2)C1 (stereo not given) | ?
Cc1ncc(CC(=O)NCc2ccc3[nH]c(-c4ccccc4F)c(C)c3c2)c(=O)[nH]1 | -22%
CC(C)c1noc(C2CCCN(S(=O)(=O)c3ccccc3)CCC(=O)NCC2)n1 (stereo not given) | 14%
Cc1ccc(Nc2c3c(nc4nncn24)CCC3)cc1C | 10µM*
CCC1CN(C(=O)N2CCC(C(=O)NCc3cccc(F)c3)CC2)c2cc(C)ccc2O1 (stereo not given) | i
COc1ccc(-n2c(=O)c3c(C)c(C)sc3n(Cc3ccc(F)cc3)c2=O)c(OC)c1 | ?
CC1(C)C(=O)N(CC(=O)Nc2cccc(F)c2)c2ccc(S(=O)(=O)N3CCCCC3)cc21 | -30%
COC[C@H]1CCCN1C(=O)C[C@@H]1O[C@H](CNC(=O)C2CC2)[C@@H](O)[C@H]1O | 22%[44.1 µM]
CC(=O)c1ccc(NC(=O)N2Cc3[nH]cnc3C[C@H]2c2nc(-c3ccccc3)no2)cc1 | -9%[44.1 µM]
COC(=O)[C@@H]1Cc2ncn(C)c2CN1C(=O)CC(C)(C)C | 2%[44.1 µM]
CC(C)C(=O)Nc1ccc(C2(C(=O)NCc3cccs3)CCCCC2)cc1 | i
CCOc1ccc(NC(=O)CSc2c3c(nc4ccccc24)CCCC3)cc1 | ?
CC(=O)Nc1ccc(NS(=O)(=O)c2ccc3c(c2)CC(C)N3C(=O)C2CCC2)cc1 (stereo not given) | 67%[activator]
COc1ccc(NC(=O)c2c(NCc3cccs3)sc3c2CCCCC3)cc1 | ?

Screening results: PubChem, National Center for Advancing Translational Sciences (NCATS)
